Screening data deposited in PubChem BioAssay by several laboratories.
ABHD5-PLIN5 inh: inhibitors of human ABHD5-perilipin-5 interaction. Q00G26+Q8WTS1. 360,000 tested, 0.78% active. inhibition, % at 4 µM. Split G. princeps luciferase complementation, luminescence, 4 h. AID 602281;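 active = inhibition above the mean inhibition across every tested compound plus 3 SD, cut at about 22% in these data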;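 also: 0% = DMSO only wells and the 100% control is not disclosed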
TWEAK Fn14 block: TWEAK-Fn14 signaling inhibition; TWEAK-stimulated Fn14 reporter cells, luciferase luminescence, 8 h; inhibition, % at 10 µM; 360,000 tested, 2% active; in the data active = inhibition above about 50%
NR5A2 inv ag: NR5A2 inverse agonism in reporter assay; 360,000 tested, 0.13% active; O00482; HEK293T StAR-luciferase reporter, LRH-1 transfected, 24 h; inhibition, % at 3.6 µM;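 active = inhibition above the mean inhibition of all tested compounds plus 3 SD, cut at about 73% in these data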;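 also: 0% = DMSO wells and 100% = reporter-only cells lacking LRH-1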
TLR9-MyD88 inh: blocks human TLR9 binding to MyD88; Q9NR96+Q99836; CHO BLA complementation TLR9-MyD88, CCF4 FRET ratio; inhibition, % at 4.98 µM; 340,000 tested, 0.21% active; AID 504734;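 active = inhibition above the mean over all tested compounds plus 3 SD, cut at about 21% in these data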;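 also: 0% = DMSO only wells and 100% = clavulanate BLA inhibitor control wells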
Granule exo inh: lytic granule exocytosis inhibition | TALL-104 LAMP-1 surface exposure, flow cytometry; cells stimulated with thapsigargin and PMA | inhibition, % at 10 µM | 360,000 tested, 0.66% active;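 active = inhibition above about 55%, limit read from the data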
NR2F2 inh: NR2F2 (human) inhibition, primary screen. 370,000 tested, 0.7% active. P24468. AID 686940. inhibition, % at 8.6 µM. HEK293T NGFI-A luciferase reporter, luminescence;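 active = inhibition above a per-plate cutoff, mean inhibition of test wells between control levels plus 3 SD, cut at about 38% in these data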;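 also: cells cotransfected with COUP-TFII expression vector driving the NGFI-A reporter; 0% = median of COUP-TF2 test wells and 100% = reporter-only cells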
SRC1 inh: human NCOA1 inhibition. HEK293 GAL4-SRC1 luciferase reporter, luminescence. inhibition, % at 3.6 µM. 360,000 tested, 0.12% active. AID 588354;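 active = inhibition above the campaign mean plus 3 SD, with each screening campaign given its own cutoff, cut at about 60% in these data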;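 also: 0% = DMSO treated cells and 100% = gossypol at 36 µM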
NOD2 RIPK2 PPI: blocks binding of human NOD2 to RIPK2. CHO BLA complementation NOD2-RIPK2, CCF4 ratio. O43353. inhibition, % at 4.98 µM. 360,000 tested, 0.38% active; in the data active = inhibition above about 21%;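 also: 0% = vehicle only and 100% = reference blocker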
TROY signal inh: inhibitors of TROY-dependent NF-kB signaling. Q293 LMP1-TROYcd NF-kB luciferase reporter, 4 h. inhibition, % at 10 µM. 360,000 tested, 0.98% active. AID 1347056;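 active = compounds whose plate-normalised and pattern-corrected inhibition of the luciferase reporter signal at the single screening dose is 50% or more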
NCOA2 inhibitor: human SRC2 (NCOA2) inhibition | Q15596 | inhibition, % at 9 µM | HEK293 GAL4-SRC2 luciferase reporter, luminescence | 370,000 tested, 0.17% active | AID 651957;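 active = inhibition above the mean inhibition of all tested compounds plus 3 SD, set per campaign, cut at about 52% in these data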;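 also: 0% = DMSO treated cells and 100% = cells given Gossypol at 36 µM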
Target sequence (Q15596 whole entry, looked up, the tested form may be a part): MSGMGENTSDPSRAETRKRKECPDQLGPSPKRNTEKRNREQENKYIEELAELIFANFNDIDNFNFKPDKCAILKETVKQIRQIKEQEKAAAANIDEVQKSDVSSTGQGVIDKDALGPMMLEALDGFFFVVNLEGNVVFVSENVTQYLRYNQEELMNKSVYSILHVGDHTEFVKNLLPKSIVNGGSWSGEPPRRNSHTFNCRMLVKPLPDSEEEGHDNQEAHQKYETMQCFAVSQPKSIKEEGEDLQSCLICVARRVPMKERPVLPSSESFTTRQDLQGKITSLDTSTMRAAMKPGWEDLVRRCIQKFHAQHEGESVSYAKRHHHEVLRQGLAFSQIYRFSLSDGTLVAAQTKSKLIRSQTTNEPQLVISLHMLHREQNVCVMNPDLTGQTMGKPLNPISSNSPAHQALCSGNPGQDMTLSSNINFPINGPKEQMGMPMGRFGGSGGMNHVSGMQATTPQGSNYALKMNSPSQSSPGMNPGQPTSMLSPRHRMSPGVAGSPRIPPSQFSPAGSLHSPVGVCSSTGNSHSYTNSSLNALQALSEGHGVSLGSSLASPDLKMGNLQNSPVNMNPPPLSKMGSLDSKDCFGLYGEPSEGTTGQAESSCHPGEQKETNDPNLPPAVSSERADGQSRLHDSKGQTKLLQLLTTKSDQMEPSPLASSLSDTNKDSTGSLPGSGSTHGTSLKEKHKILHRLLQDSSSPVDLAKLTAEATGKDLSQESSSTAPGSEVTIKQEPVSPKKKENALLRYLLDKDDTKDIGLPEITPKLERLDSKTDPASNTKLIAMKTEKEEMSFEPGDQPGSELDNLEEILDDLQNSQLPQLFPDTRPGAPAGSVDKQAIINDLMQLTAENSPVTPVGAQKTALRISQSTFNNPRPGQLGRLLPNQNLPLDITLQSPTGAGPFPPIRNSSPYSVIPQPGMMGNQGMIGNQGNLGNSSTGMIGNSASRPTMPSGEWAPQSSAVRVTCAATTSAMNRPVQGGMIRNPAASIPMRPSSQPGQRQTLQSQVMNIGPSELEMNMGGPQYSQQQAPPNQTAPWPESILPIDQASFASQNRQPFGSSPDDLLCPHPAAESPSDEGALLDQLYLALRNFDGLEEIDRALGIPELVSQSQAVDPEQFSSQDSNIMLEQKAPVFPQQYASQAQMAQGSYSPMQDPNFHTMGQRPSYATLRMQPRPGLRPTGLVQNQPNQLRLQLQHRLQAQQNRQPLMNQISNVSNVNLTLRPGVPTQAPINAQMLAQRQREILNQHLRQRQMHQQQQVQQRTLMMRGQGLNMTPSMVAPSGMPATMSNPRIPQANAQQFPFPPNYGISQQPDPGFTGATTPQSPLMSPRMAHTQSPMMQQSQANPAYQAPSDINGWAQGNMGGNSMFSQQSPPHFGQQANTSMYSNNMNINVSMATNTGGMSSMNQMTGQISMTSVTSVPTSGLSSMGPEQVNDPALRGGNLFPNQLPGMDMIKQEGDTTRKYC
NCOA3 inh: inhibitors of human steroid receptor coactivator 3 (SRC3); Q9Y6Q9; HEK293 GAL4-SRC3 luciferase reporter, luminescence; inhibition, % at 3.6 µM; 360,000 tested, 0.17% active; AID 588352;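 active = inhibition above a per-campaign cutoff, the mean of all compounds plus 3 SD, cut at about 60% in these data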;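 also: 0% = DMSO-treated cells and 100% = gossypol-treated cells at 36 µM; higher means less SRC3-driven luciferase light from the GAL4 reporter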
* hit, by the source's call; . = not tested or not shown. An excerpt; the hit share may differ from the screen's.

cpd	mol	ABHD5-PLIN5 inh	TWEAK Fn14 block	NR5A2 inv ag	TLR9-MyD88 inh	Granule exo inh	NR2F2 inh	SRC1 inh	NOD2 RIPK2 PPI	TROY signal inh	NCOA2 inhibitor	NCOA3 inh
1	OCCCCNCc1cc(Br)ccc1OCc1ccccc1F	6.8	20.7	-1.8	0.2	0.7	4.1	-34.8	-12.0	-2.5	10.2	12.0
2	COc1ccc(NC(=O)CNS(=O)(=O)c2cccc3nonc23)c(OC)c1	6.2	-2.5	-9.9	-1.5	-0.8	0.7	-14.1	-2.3	0.9	7.6	-2.3
3	COc1ccccc1NC(=O)C1=C(C)NC2=C(C(=O)CCC2)C1c1ccc2c(c1)OCO2 (stereo not given)	-0.4	-27.7	4.8	2.3	-1.4	-4.6	-19.6	-5.0	-11.0	10.3	19.5
4	Cc1nnc2n(C3CCCCC3)c(=O)c3c4c(sc3n12)COC(C)(C)C4	-3.3	-7.1	-1.1	-5.8	1.3	-1.3	1.9	-1.6	7.7	20.6	8.7
5	O=S(=O)(Nc1ncccn1)c1ccc(-n2cnnn2)cc1	1.8	12.8	12.1	-12.8	-0.7	-29.2	10.0	-4.8	-9.2	-13.1	10.9
6	CCOc1ccc(OCCC(=O)OCC(=O)Nc2ccc(Cl)cn2)cc1	10.6	-14.1	-16.7	-5.5	0.9	7.1	23.8	-1.0	-16.9	2.9	-5.6
7	Cn1c(=O)c2cc(NC(=O)Cc3cccnc3)ccc2n1-c1ccc2ccccc2c1	0.7	-13.5	-25.3	.	12.4	9.0	4.9	-0.8	20.9	9.2	-9.7
8	C/C=N\NC(=O)COc1cc(C)ccc1C	-0.9	-19.3	-7.0	.	0.4	-20.0	3.8	7.1	2.3	3.8	10.5
9	COc1ccc(OCc2cc(C(=O)N3CCCN(C(C)=O)CC3)no2)c(Cl)c1	-5.3	-17.7	-12.0	5.3	-1.5	-9.1	-12.4	1.7	-31.7	-37.6	-39.6
10	O=C(Nc1ccc2[nH]c(=O)[nH]c2c1)Nc1ccc(F)cc1F	-7.4	-9.2	5.2	4.4	13.5	17.0	-5.4	2.1	-4.0	-13.0	-5.0
11	CC(OC(=O)C1CCCCC1)C(=O)Nc1ccc(S(N)(=O)=O)cc1 (stereo not given)	-5.9	6.8	0.0	1.8	-2.9	16.4	2.8	-12.0	4.1	-7.1	6.8
12	CN(C)S(=O)(=O)c1ccc(C(=O)OCC(=O)NCc2ccccc2)cc1	-4.0	8.1	9.4	1.1	-3.5	-5.2	0.7	-0.9	-1.4	-2.0	-4.8
13	Cn1nccc1C(=O)N/N=C/c1cccnc1	-0.2	1.8	-23.9	-3.0	-3.2	-22.8	-10.1	4.2	10.9	-44.5	11.5
14	COC(=O)c1nc2n(n1)C(c1cccc(Cl)c1)C1=C(CC(C)(C)CC1=O)N2 (stereo not given)	2.2	0.2	6.2	-0.3	7.5	-18.4	-1.3	-4.1	0.0	-9.4	4.3
15	N#Cc1ccsc1NC(=O)c1ccccn1	1.4	-10.1	4.3	1.0	-0.9	-11.7	-18.9	-5.2	-23.0	-31.6	-5.4
16	Cc1cc(N2CCCCC2)c(F)cc1[N+](=O)[O-]	-2.7	0.6	-4.0	-1.0	-0.3	8.0	-18.8	-1.3	-3.8	9.2	4.6
17	COCCNS(=O)(=O)c1ccc(OCC(=O)OC)c(Cl)c1	-2.2	2.8	4.0	-16.6	-1.9	12.3	-1.6	-4.8	11.6	-75.9	1.7
18	COc1ccc(CNC(=O)O[C@H]2Cn3c(=O)ccc(=O)n3[C@@H]3CN(S(=O)(=O)c4ccc(C)cc4)C[C@]23O)cc1OC	2.8	-12.5	-12.1	-0.8	2.8	-9.8	-2.0	-8.4	10.3	8.3	2.3
19	CCCCNC(=O)CCn1nc(-c2ccccc2)c2ccccc2c1=O	4.4	0.3	-7.3	0.0	0.6	.	12.2	6.9	4.5	.	-21.1
20	CCOC(=O)c1c(NC(=O)C2CCCCC2C(=O)O)sc2c1CCCCC2 (stereo not given)	1.5	16.3	4.3	-8.8	0.8	11.0	-7.8	-0.4	29.1	15.7	14.5
21	CCOC(=O)N1CCN(C(=O)CN(c2ccccc2OC)S(=O)(=O)c2ccc(OC)cc2)CC1	1.1	-6.0	-21.5	-5.6	-1.3	23.4	4.3	-2.4	10.8	-4.1	10.8
22	COc1cccc(CNC(=O)CCCn2c(=S)[nH]c3cc4c(cc3c2=O)OCO4)c1	1.8	6.6	1.6	14.9	-1.9	0.4	-0.7	-7.4	4.0	1.7	-9.2
23	COc1ccc(-c2cccc(CCC(=O)N3CCN(c4cc(C)ccc4C)CC3)c2)cc1	-4.7	17.9	2.4	-3.3	-2.2	9.0	7.0	-1.4	10.6	9.9	-27.7
24	O=S1(=O)CCOCCCN1Cc1cccc(C(F)(F)F)c1	16.5	2.3	-1.6	-3.7	2.4	-5.8	-23.6	-1.6	-0.6	-6.6	1.3
25	COc1ccc(CCN=C(N)NS(=O)(=O)c2cc(F)ccc2OC)cc1	-0.1	-1.9	-2.8	8.2	-0.9	2.6	-13.7	-6.1	10.4	3.3	13.5
26	COc1ccc2cc(C(=O)N3CCCC(Nc4ccc(F)cc4)C3)n(C)c2c1 (stereo not given)	3.8	-2.8	-13.9	12.8	1.1	-19.1	-8.4	15.7	14.3	-34.0	-2.7
27	C/C(CC(=O)Nc1cc(C)ccn1)=N\NC(=O)c1cccc(C)c1O	-4.2	34.3	-23.0	-6.7	-9.8	2.4	-32.4	-6.8	-2.7	-40.8	-35.0
28	O=C(CSc1ccc2nnc(-c3ccncc3)n2n1)Nc1nccs1	3.5	-8.9	12.0	7.9	-4.8	-6.7	12.4	-3.9	-4.2	0.5	19.6
29	Cc1cccc(OC(=O)Cn2c(C(F)(F)F)nc3ccccc32)c1	5.8	-5.6	-2.7	3.4	-1.7	-8.9	5.0	-0.3	18.8	-6.2	-23.5
30	CCN1CCN(CCNC(=O)c2ccc3c(c2)N(Cc2ccc(F)cc2)C(=O)c2ccccc2S3=O)CC1 (stereo not given)	-3.4	-4.0	-9.3	0.8	15.5	0.3	-37.9	-10.0	6.0	-3.9	5.9
31	COc1cc(S(=O)(=O)N2CCCCC2)ccc1NC(C)=O	0.9	-4.8	9.5	-0.5	-2.3	-3.9	-12.9	2.6	-14.8	-9.6	16.6
32	Cc1nn(Cc2c(F)cccc2Cl)c(=O)c2ccccc12	0.2	7.9	-2.9	-3.1	-15.9	-1.3	-17.7	0.1	-15.3	-5.4	4.4
33	COc1ccc(Cl)cc1NS(=O)(=O)c1cccc(C(=O)NCCCN2CCOCC2)c1	3.6	-6.9	7.2	-8.6	1.6	2.0	-24.7	2.0	6.8	-11.7	-8.2
34	COc1cc(F)c(C2=CC(=O)CC(C)(C)C2)cc1F	-7.9	-5.5	42.5	0.5	-0.3	-20.3	-13.2	-2.5	-20.6	2.3	-22.8
35	COc1ccc(C(=O)NCCS(=O)(=O)N2CCOCC2)cc1	-2.1	-4.2	2.5	-6.5	-8.7	-12.3	-5.6	-3.3	-7.6	2.7	13.8
36	CCOc1ccsc1C(=O)O	-5.0	5.9	-3.7	3.3	5.4	11.3	-38.1	8.2	13.2	4.8	-20.9
37	O=C(c1[nH]c(C(F)(F)F)nc1-c1ccccc1)N1CCN(c2ccccn2)CC1	3.9	15.5	-6.3	.	0.5	-23.7	1.6	0.1	11.8	-8.5	21.2
38	Cc1ccc(Cc2ccccc2C(=O)O)cc1	1.6	-7.9	-17.3	3.4	4.8	0.5	3.8	-10.5	8.0	4.3	7.1
39	CCSc1nc(O)cc(=O)n1-c1ccc(OC)cc1	6.7	3.7	9.4	-1.4	-0.9	5.6	2.3	-7.7	-9.1	1.3	24.3
40	C=CCSc1nnc(-c2cc(Br)ccc2N)c(=O)[nH]1	-4.8	-51.4	-21.9	-3.8	-3.8	-2.4	-37.5	-8.5	-49.6	-4.8	-1.9
41	O=C(NCCCN1CCOCC1)c1ccc(CS(=O)(=O)c2cccc(C(F)(F)F)c2)o1	-0.1	-4.1	8.7	3.7	-0.1	6.7	4.5	-1.4	-1.7	-20.4	1.5
42	Cc1ccc(SCc2cn3cccnc3n2)cc1	-0.3	-13.7	-31.3	-22.0	-2.9	-21.1	-68.6	9.2	6.1	-67.8	-24.7
43	O=C(NC1(O)C(=O)c2ccccc2C1=O)c1ccc(C(F)(F)F)cc1	28.5*	-8.9	17.6	.	-1.3	4.3	-13.9	-11.2	1.8	-24.9	21.8
44	CC(=O)Oc1ccc2c(=O)c(Oc3ccccc3[N+](=O)[O-])coc2c1	-2.7	-5.1	-6.5	-12.6	-1.5	11.0	7.8	-5.8	11.6	18.5	13.1
45	O=C(COC(=O)C12CC3CC(CC(C3)C1)C2)Nc1nccs1	1.0	-7.7	-14.4	-0.5	-0.5	15.6	2.0	-4.5	3.9	-42.8	7.1
46	COC(=O)c1c(C)noc1-c1ccc(Cl)cc1	4.5	-0.1	10.8	-1.1	-2.3	-11.5	-67.3	-1.5	-26.1	9.6	2.5
47	CCOc1ccc(Nc2ccc(S(=O)(=O)N3CCN(C)CC3)cc2[N+](=O)[O-])cc1OCC	5.2	1.3	-15.5	-3.1	-3.0	19.1	-32.3	-5.2	-11.3	12.0	-15.2

Shown with values under each structure: part of the list above
Each structure is followed by: ABHD5-PLIN5 inh	TWEAK Fn14 block	NR5A2 inv ag	TLR9-MyD88 inh	Granule exo inh	NR2F2 inh	SRC1 inh	NOD2 RIPK2 PPI	TROY signal inh	NCOA2 inhibitor	NCOA3 inh
45) O=C(COC(=O)C12CC3CC(CC(C3)C1)C2)Nc1nccs1
→ 1.0	-7.7	-14.4	-0.5	-0.5	15.6	2.0	-4.5	3.9	-42.8	7.1
46) COC(=O)c1c(C)noc1-c1ccc(Cl)cc1
→ 4.5	-0.1	10.8	-1.1	-2.3	-11.5	-67.3	-1.5	-26.1	9.6	2.5
